Assay outcomes from PubChem BioAssay.
Myeloid diff 2: promotes myeloid progenitor differentiation. calls only at 10 µM. actives 1% (n = 360,000). AID 624256. ER-HoxA9 myeloid progenitors, lysozyme-GFP differentiation, flow cytometry;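 active = normalized GFP-positive differentiation at or above the plate's own cutoff, the solvent-only control mean plus 3 SD; inconclusive = no clear call, values can overlap the other calls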;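 note: cells exposed to compound for four days before flow analysis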
Myeloid diff 2 GFP+ MAC1+ %: also measured in Myeloid diff 2; calls as there; GFP+ MAC1+ double positive, %; measured here: differentiation confirmed by MAC1 staining
The depositor's hits bear a star; i = inactive; ? = inconclusive; . = no result given. This is a subset; the hit share may differ from the screen's.

compound | Myeloid diff 2 | Myeloid diff 2 GFP+ MAC1+ %
CC(C)=CCC[C@H](C)CC1Cc2[nH]c(=S)[nH]c(=O)c2C(c2ccc(Cl)cc2)O1 (some centres undefined) | i | 0.8
CCCCN(C(C)=O)c1ccc2c(c1)C1CC2CCN1C(=O)OCc1ccccc1 (centres undefined) | i | 0.2
O=C1C2C3CCC(O3)C2C(=O)N1c1cc(OCC(F)F)cc([N+](=O)[O-])c1 (centres undefined) | i | 1.1
O=C(Nc1cc(S(=O)(=O)N2CCCC2)ccc1OCC(F)(F)F)c1ccncc1 | i | 0.8
Cc1ccc2sc(C)cc(=O)c2c1 | i | 0.6
c1cc2[nH]c3ccncc3c2cn1 | i | 0.4
O=C(O)CC1Cc2ccccc2C1C(=O)O (centres undefined) | i | 0.8
CCNc1nnc(SCC(=O)c2cc(C)n(C3CC3)c2C)s1 | i | 0.5
N#CCOc1ccccc1CNC[C@H]1O[C@@H](n2cnc(C(N)=O)n2)[C@H](O)[C@@H]1O | i | 0.2
Cc1cccc(S(=O)(=O)NC(=O)C2(C)CCN2C(=O)Cc2ccc(C(C)(C)C)cc2)c1 (centres undefined) | i | 1.0
Cc1nc(C(=O)N2CCC(C)(C(=O)NS(=O)(=O)C3CC3)C2)c(C)o1 (centres undefined) | i | 0.6
CC(C)CNC(=O)C1(C)CCCN1C(=O)c1cccnc1Oc1ccccc1 (centres undefined) | i | 1.3
O=C(Nc1ccc(OCCO)cc1)c1csc([C@@H]2C[C@H](O)[C@@H](CO)O2)n1 | i | 0.8
CCC(c1nnnn1-c1ccc2c(c1)OCCO2)N1CCN(Cc2c(F)cccc2Cl)CC1 (centres undefined) | i | 1.4
N#Cc1ccc(CCc2ccccc2)[nH]c1=O | i | 1.2
O=C(CN1C(=O)NC2(CCCC2)C1=O)N1CCCSC1=Nc1ccccc1 | i | 0.7
Cn1ccc2c(N3CCCCCC3)cc3c(c21)C1CCC3O1 (centres undefined) | i | 1.6
Cc1ccnc(Nc2cccnc2)n1 | i | 0.4
CN(C(=O)c1cccc(NC(=O)Cc2ccc(NC(=O)C3CCN(C(=O)C4CCCC4)CC3)cc2)c1)C1CCCCC1 | i | 0.2
NNC(=O)C1C(O)CCC2CN3CCc4c([nH]c5ccccc45)C3CC21 (centres undefined) | i | 1.2
Cc1cccc(NC(=O)Nc2nnc([C@H]3C[C@H](O)[C@@H](CO)O3)s2)c1 | i | 0.2
CCCCC(=O)N(C)c1c(CC)nc2c(OCC3CCCCC3)cccn12 | i | 1.6
CCCCCCCCN1C(=O)[C@H](CC(=O)NCc2cccc3ccccc23)C[C@@]2(C(=O)OC)CCCCC=C12 | i | 1.4
CC(=O)Nc1ccc(C(C)=NNC(=O)C2CCCC2)cc1 | i | 1.2
CCOC(=O)[C@]12CCC=C1N(Cc1ccc(Cl)cc1Cl)C(=O)[C@H](CC(=O)NCCCN1CCCC1=O)C2 | i | 1.0

An excerpt from above in order of length of the SMILES, largest number first:
compound | Myeloid diff 2 | Myeloid diff 2 GFP+ MAC1+ %
N#CCOc1ccccc1CNC[C@H]1O[C@@H](n2cnc(C(N)=O)n2)[C@H](O)[C@@H]1O | i | 0.2
CCC(c1nnnn1-c1ccc2c(c1)OCCO2)N1CCN(Cc2c(F)cccc2Cl)CC1 (centres undefined) | i | 1.4
CCNc1nnc(SCC(=O)c2cc(C)n(C3CC3)c2C)s1 | i | 0.5

Continued.
compound | Myeloid diff 2 | Myeloid diff 2 GFP+ MAC1+ %
COC(=O)c1ccccc1NC(=O)CCCOc1cc(=O)n(C)c2ccccc12 | i | 1.2
CN(Cc1ccccc1)C(=O)CCN1C(=O)c2cccc([N+](=O)[O-])c2C1=O | i | 0.8
Cc1cc(CNC[C@H]2O[C@@H](n3ccc(N)nc3=O)[C@H](O)[C@@H]2O)no1 | i | 0.6
CC(=O)N1Cc2cc(C(=O)NCC(F)(F)F)nc(-c3cccc(-c4cccnc4)c3)c2[C@H]1CCO | i | 0.3
COCCS(=O)(=O)N(Cc1ccccc1)[C@H](C(=O)OC)C(C)C | i | 0.3
CCOc1cc(OCC)cc(C(=O)N2CCC[C@H]2C(=O)N2CCC[C@H]2C(=O)N(C)Cc2ccccc2)c1 | i | 1.6
CCCc1nc2nc(C)c(NS(=O)(=O)c3ccc(C)c(C)c3)c(=O)n2[nH]1 | i | 1.7
O=S(c1ccccc1)C(c1ccccc1)c1ccccc1 (centres undefined) | i | 0.6
COc1ccc2c(c1)CSC(c1ccccc1)C2=O (centres undefined) | i | 1.7
CCN(CC)CCOCCn1c(C)ccc1C | i | 0.7
CCCCN1CC(N(C)CCN(C)C)CS1(=O)=O (centres undefined) | i | 0.9
COc1cccc(-c2cnc(C(O)c3cc(Cl)cc(Cl)c3)[nH]2)c1 (centres undefined) | i | 0.5
COc1ccc(CNCCS(=O)(=O)NCc2ccccc2)cc1 | i | 0.4
CN(Cc1cccc(C(F)(F)F)c1)C(=O)[C@H]1O[C@@H](n2ccc(N)nc2=O)[C@H](O)[C@@H]1O | i | 0.9
CC(C)CNC(=O)C1(C)CCCN1C(=O)CCc1cccs1 (centres undefined) | i | 0.5
Nc1cc2c(cc1Cl)-c1ccc(Cl)cc1C2 | i | 0.4
CCc1nc2c(OCc3ccc(Cl)cc3)cccn2c1N(C)C(=O)C1CC1 | i | 0.7
CCOC(=O)C1=C(C2=CCCCC2)c2ccc(OC)cc2N(S(=O)(=O)C(F)(F)F)C1C(=O)OCC (centres undefined) | i | 3.5
COc1cccc(C(O)c2nc(-c3ccc(C)c(C)c3)cs2)c1 (centres undefined) | i | 0.3
Cc1c(CN(C)C(=O)C2CCC(=O)N(Cc3ccccc3F)C2)[nH]c2ccccc12 (centres undefined) | i | 0.6
c1ccc(CCCCc2ccccn2)cc1 | i | 0.6
COCCN(C(=O)COC(=O)c1ccc(-c2ccccc2)cc1)c1c(N)n(Cc2ccccc2)c(=O)[nH]c1=O | i | 2.2
C[C@H]1CN([C@@H](C)CO)C(=O)CCCn2cc(nn2)CO[C@@H]1CN(C)C(=O)Nc1ccc(F)cc1 | i | 0.8
COc1ccc(CCNC(=O)c2ccc(F)c(S(=O)(=O)N3CCCCC3)c2)cc1 | i | 0.5
COc1ccc(OC)c(CN2C(=O)c3ccccc3C2c2nnnn2C2CCCC2)c1 (centres undefined) | i | 2.0

New compounds follow:
compound | Myeloid diff 2 | Myeloid diff 2 GFP+ MAC1+ %
COc1cc(Cn2c3ccc(NC(=O)CC(C)(C)C)cc3c(=O)n2C)ccc1F | i | 1.0
COc1cc(CN(CC(C)C)S(=O)(=O)c2ccccc2Br)cc(OC)c1 | i | 1.0
CN(Cc1ccccc1)C(=O)c1ccc(NC(=O)Cc2ccc(NC(=O)C3CCN(C(=O)C4CCCC4)CC3)cc2)cc1 | i | 1.7
CC(=O)Nc1ncc(Sc2ccc([N+](=O)[O-])cc2)s1 | i | 1.4
O=C(NCCCCc1ccccc1)c1cccc(NC(=O)C2CC2)c1 | i | 0.7
COc1ccccc1-c1cnc2c(c1)C(=O)N([C@@H](C)CO)C[C@@H](C)[C@@H](CN(C)C(C)=O)O2 | i | 0.7
O=C(NCc1cccc(C(F)(F)F)c1)c1csc([C@H]2C[C@H](O)[C@@H](CO)O2)n1 | i | 1.0
Cc1ccc(Nc2n[nH]c(=S)s2)cc1C | i | 1.5
CCOc1ccc(CCN2C(=S)N([C@@H](Cc3ccc(O)cc3)CN3CCC[C@@H]3CN3C(=S)NC[C@@H]3CC(C)C)C[C@@H]2CC(C)C)cc1 | i | 1.5
CC(=O)NCCNC(=O)C1(C)Cc2c(-c3cccc(NC(C)=O)c3)ccnc2O1 (centres undefined) | i | 0.3
CCn1c2ccccc2c2cc(/C=C(/C#N)C(N)=S)ccc21 | i | 3.4
CC1(C)CN(Cc2cccnc2)C(=O)[C@H]1CC(=O)Nc1ccc(Br)cc1 | i | 0.7
CN(C)C(=O)C[C@@H]1CC[C@@H](NC(=O)C2CCC2)[C@@H](CO)O1 | i | 1.2
CN(C)c1cccc(CNC(=O)c2ccc3nc([C@@H]4O[C@H](CO)[C@H](O)[C@H](O)[C@H]4O)[nH]c3c2)c1 | i | 0.4
Cc1ccsc1C(=O)N1CCC1(C)C(=O)NS(=O)(=O)c1ccc(C#N)cc1 (centres undefined) | i | 1.2
CCCCCCN1C[C@@H](O)[C@H](n2cc(C3CC3)nn2)C[C@@H]1c1ccc(Cl)cc1 | i | 0.6
CCN1C(=O)[C@H]2[C@H]3CN=C(SCc4ccc(Cl)cc4)N3[C@@](C)(C(=O)OC)[C@H]2C1=O | i | 0.4
Cc1ccc(C(=O)N[C@H](C(=O)Nc2ccc(N3CCOCC3)cc2)C(C)C)cc1 | i | 0.5
CC(C)C[C@@H](CN1CCC[C@H]1CN1C(=O)C(=O)NC[C@@H]1Cc1ccc(O)cc1)N1C[C@H](Cc2ccc(O)cc2)N(CCc2ccccc2)C(=O)C1=O | i | 1.3
COc1ccc(CC(=O)Nc2ccc(S(=O)(=O)Nc3cc(C)nc(C)n3)cc2)cc1OC | i | 1.2
CCN(CC)C(=O)C1=C(C)N(Cc2ccc(C(C)(C)C)cc2)C(=O)C(CC(=O)NC2CC2)C1 (centres undefined) | i | 2.0
N#Cc1ccc(N)cc1OCCCN1CCCCC1 | i | 0.8
COC(=O)[C@]12CCCCC=C1N(Cc1ccco1)C(=O)[C@H](CC(=O)NCCCCc1ccccc1)C2 | i | 0.4
CCCn1c(C)cc(C(=O)CN2C(=O)c3ccccc3S2(=O)=O)c1C | i | 0.9
CCS(=O)(=O)N1Cc2cc(C(=O)N(C)C)nc(-c3cccc(-c4ccc(F)cc4)c3)c2[C@@H]1CCO | i | 0.9

(cont.)
compound | Myeloid diff 2 | Myeloid diff 2 GFP+ MAC1+ %
CCNC(=O)C1(C)CCCN1C(=O)c1ccc(-c2ccccc2)cc1 (centres undefined) | i | 0.6
Cc1cc(O)cc(O)c1/C=N/NC(=O)c1ccc2c(c1)OCCO2 | ? | .
Fc1ccc(-c2nc3ccc(Cl)cn3c2Cc2ccccc2)cc1 | i | 0.5
O=C1c2ccccc2NC(c2cccs2)N1O (centres undefined) | i | 0.9
CO[C@@H]1CN(C)C(=O)c2ccc(NC(=O)c3ccccc3F)cc2OC[C@@H](C)N(CC2CCOCC2)C[C@@H]1C | i | 3.8
CC(C)(C)OC(=O)N1CCc2onc(-c3ccc(Br)cc3)c2C1=O | i | 0.7
C[C@@H]1CN([C@@H](C)CO)C(=O)CCCn2nncc2CO[C@H]1CN(C)S(=O)(=O)c1ccc(-n2cccn2)cc1 | i | 0.8
Cc1ccc(NCSc2ccc(Cl)cc2)cc1 | i | 1.4
COc1ccc(C(Cl)=C(C=O)c2ccc(OC)c(OC)c2)cc1OC | i | 5.2
COc1cc(CNc2ncnc3c2ncn3[C@H]2CN(Cc3cccc(C(F)(F)F)c3)C[C@@H](COC(C)=O)O2)cc(OC)c1OC | i | 1.2
O=C(CC[C@H]1O[C@@H](n2ccc(=O)[nH]c2=O)[C@H](O)[C@@H]1O)NCCN1CCOCC1 | i | 2.3
CC(=O)Nc1cccc(NC(=O)C(=O)Nc2ccc3c(c2)N(C(=O)C2CC2)CCC3)c1 | i | 0.3
Cc1cccn2c(=S)[nH]nc12 | i | 0.6
C[C@@H]1NS(=O)(=O)c2cc(Cl)ccc2O[C@@H]1c1ccccc1 | i | 0.5
O=C(COc1ccccc1)N[C@@H]1c2ccccc2CC[C@H]1OCc1ccccc1 | i | 0.6
O=C(Nc1cccc(S(=O)(=O)C(F)(F)F)c1)[C@H]1C[C@H](O)[C@@H](CO)O1 | i | 0.7
Cc1ccn2cc(C(=O)Nc3cccc(C(=O)NC4CC4)c3)nc2c1 | i | 1.6
C[C@@H]1CN([C@@H](C)CO)C(=O)CCCn2nncc2CO[C@@H]1CN(C)S(C)(=O)=O | i | 1.3
COc1cccc(-c2ccc3c(c2)N(Cc2ccccc2OC)C(=O)C(C)S3)c1 (centres undefined) | i | 0.8
CC(C)C[C@@H](CN)NC(=O)c1nc[nH]c1C(=O)N[C@@H](C)C(=O)CNC[C@H](C)NC(=O)c1nc[nH]c1C(=O)N[C@@H](C)C(=O)O | i | 1.3
N#CC1(NC(=O)CSc2nnc(C3CC3)n2N)CCCCC1 | i | 0.7
COc1ccc(C(NC(=O)C2CCN(CCOc3ccc(Cl)cc3Cl)CC2)c2ccccn2)cc1 (centres undefined) | i | 0.7
CCc1cccc(NC(=O)COC(=O)c2cc(=O)c3ccccc3o2)c1 | i | 0.5
Cc1cc(C)c(NS(=O)(=O)c2ccccc2)c(C)n1 | i | 0.5
C[C@@H](NC(=O)c1ncn2c1c(=O)[nH]c1ccc(Br)cc12)c1ccccc1 | i | 0.6

(more compounds)
compound | Myeloid diff 2 | Myeloid diff 2 GFP+ MAC1+ %
CC1=C(C(=O)N(C)C)CC(CC(=O)NC2CCCCC2)C(=O)N1CCCN1CCCC1=O (centres undefined) | i | 3.3
CCOc1ccc(C(=O)NCC(=O)OCC(=O)N(C)CC(=O)Nc2ccccc2CC)cc1OCC | i | 1.0
CC(=O)Nc1ccc(S(=O)(=O)NCCC(=O)NC2CCCCCC2)cc1 | i | 1.1
Cc1cccc(C2=NN(c3ccccc3)[C@H](CO)[C@H]2c2ccc(Cl)cc2)c1 | i | 1.1
CC12CCC3(CC1CCC1OC12)OCCO3 (centres undefined) | i | 0.6

Full records from above. Order of screens: Myeloid diff 2 | Myeloid diff 2 GFP+ MAC1+ %
CC(=O)Nc1ccc(S(=O)(=O)NCCC(=O)NC2CCCCCC2)cc1 is listed with i | 1.1
Cc1cccc(C2=NN(c3ccccc3)[C@H](CO)[C@H]2c2ccc(Cl)cc2)c1 is listed with i | 1.1
CC12CCC3(CC1CCC1OC12)OCCO3 (centres undefined) is listed with i | 0.6
CCOc1ccc(C(=O)NCC(=O)OCC(=O)N(C)CC(=O)Nc2ccccc2CC)cc1OCC is listed with i | 1.0
CC1=C(C(=O)N(C)C)CC(CC(=O)NC2CCCCC2)C(=O)N1CCCN1CCCC1=O (centres undefined) is listed with i | 3.3
